From PubChem BioAssay
tim10-1 inh: tim10-1 yeast growth inhibition. inhibition, % at 20 µM. 2.2% of 330,000 active. S. cerevisiae tim10-1 ts strain growth, BacTiter-Glo, 24 h;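 active means inhibition of at least 40%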;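 further: mutant grown at 25 °C; 0% = DMSO wells with yeast and 100% = wells holding no yeast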
A3A deaminase: blocks human APOBEC3A ssDNA deamination. 0.41% of 330,000 active. recombinant A3A, FAM/TAMRA ssDNA deamination fluorescence. AID 493011. inhibition, % at 20 µM. P31941;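 active means at least 40% inhibition at 20 µM here, with at most 30% in a related deaminase screen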;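 further: plate controls were A3A with DMSO for no effect and wells lacking A3A enzyme for full effect; some results filed as inactive read as strong as hits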
mIAP act: increases mouse intestinal alkaline phosphatase activity | activation factor at 10 µM | 0.24% of 330,000 active | AID 2805 | muIAP, CDP-Star luminescence, 30 min; hits give high values; 1 = vehicle-only enzyme signal, 0 = enzyme-free wells;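 active means activation factor of at least 2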; further: the source names both 10 and 20 µM as test concentration; values of inactives mirror those of a sister screen read the other way
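also added = chemiluminescent substrate CDP-Star | test system = mouse IAP enzyme | signal = chemiluminescence readout | compound = DMSO-dissolved test compounds | incubation = 30 min at room temperature | benchmarks = DMSO wells, no-enzyme wells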
A3G deaminase: inhibitors of human APOBEC3G DNA deaminase; Q9HC16; AID 493012; recombinant A3G, ssDNA deamination FAM/TAMRA fluorescence; 0.28% of 330,000 active; inhibition, % at 20 µM;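 active means inhibition of at least 40% at 20 µM, with no more than 30% in the related APOBEC3A deaminase screen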;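 further: plate controls were DMSO wells with A3G for no effect and wells lacking A3G enzyme for full effect; some compounds called inactive have numbers as strong as hits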
Target sequence (Q9HC16 whole entry, looked up): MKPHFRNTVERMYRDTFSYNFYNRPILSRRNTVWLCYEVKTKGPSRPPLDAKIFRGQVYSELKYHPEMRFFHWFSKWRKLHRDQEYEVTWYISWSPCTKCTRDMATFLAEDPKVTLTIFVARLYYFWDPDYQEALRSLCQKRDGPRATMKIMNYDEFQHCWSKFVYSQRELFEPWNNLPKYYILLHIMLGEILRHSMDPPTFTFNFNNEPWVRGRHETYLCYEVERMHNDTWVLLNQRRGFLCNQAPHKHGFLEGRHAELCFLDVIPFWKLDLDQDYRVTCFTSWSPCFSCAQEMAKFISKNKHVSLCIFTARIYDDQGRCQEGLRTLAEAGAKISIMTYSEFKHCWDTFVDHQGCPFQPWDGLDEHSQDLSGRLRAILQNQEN
NALP3 yeast inh: inhibitors of NALP3 inflammasome in yeast; Yeast reconstituted NLRP3/ASC/caspase-1, beta-gal luminescence, 24 h; inhibition, % at 10 µM; 0.39% of 330,000 active;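 active means inhibition of 50% or more; inactive means inhibition below 50%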;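 further: plate controls were induced DMSO wells for no effect and uninduced yeast grown without galactose for full effect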
beta cell repl: induces beta-cell replication in MIN6 cells | AID 2380 | 0.29% of 330,000 active | MIN6 cells proliferation, ATPlite luminescence, 48 h; cells starved in 0.2% serum; 100% = growth in 10% serum | proliferation, % at 10 µM;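 active means compounds whose signal lies at least 3.5 SD above the mean of all wells on their plate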;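 further: 0% = DMSO-treated cells in low-serum medium and 100% = 10% serum control; some compounds called inactive have numbers as strong as hits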
mIAP block: mouse IAP inhibition | 0.2% of 330,000 active | purified mouse IAP, CDP-Star luminescence, 30 min | inhibition, % at 10 µM;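 active means inhibition of at least 40% at 10 µM in the primary screen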;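 further: plate controls were DMSO with enzyme for no effect and no enzyme wells for full effect; values of inactives mirror those of a sister screen read the other way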
hIAP inh: blocks human intestinal alkaline phosphatase; P09923; purified IAP, CDP-Star luminescence, 30 min; inhibition, % at 10 µM; 0.12% of 330,000 active; AID 2544;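 active means inhibition reaching a set limit with compound at 10 µM in the primary screen, cut at about 35% in these data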;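 further: plate controls were DMSO wells with enzyme for no effect and no-enzyme buffer wells for full effect; values of inactives mirror those of a sister screen read the other way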
Target sequence (P09923 whole entry, looked up): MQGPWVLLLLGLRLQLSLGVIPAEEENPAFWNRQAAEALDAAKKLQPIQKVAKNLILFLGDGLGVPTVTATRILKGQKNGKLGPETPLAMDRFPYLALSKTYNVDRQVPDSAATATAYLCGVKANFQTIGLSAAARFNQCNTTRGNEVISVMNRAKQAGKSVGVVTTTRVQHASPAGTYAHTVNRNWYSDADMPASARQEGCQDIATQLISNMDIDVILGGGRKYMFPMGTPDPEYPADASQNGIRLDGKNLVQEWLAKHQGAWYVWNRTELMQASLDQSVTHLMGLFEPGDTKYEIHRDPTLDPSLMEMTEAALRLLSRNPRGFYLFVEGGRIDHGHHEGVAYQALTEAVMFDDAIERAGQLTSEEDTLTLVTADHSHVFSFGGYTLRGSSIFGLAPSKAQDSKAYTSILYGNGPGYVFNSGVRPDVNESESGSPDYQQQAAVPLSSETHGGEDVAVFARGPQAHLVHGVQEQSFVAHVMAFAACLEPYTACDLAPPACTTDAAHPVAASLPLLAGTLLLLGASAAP
TIM10 inh: TIM10 yeast growth inhibition; inhibition, % at 10 µM; S. cerevisiae TIM10 strain growth, BacTiter-Glo luminescence, 24 h; AID 463195; 1.4% of 330,000 active;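 active means inhibition of 40% or more at the single tested concentration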;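 further: wild-type TIM10 isogenic control strain grown at permissive 25 °C; 0% = DMSO yeast wells and 100% = minimal medium wells without yeast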
* marks the source's active call; other numbers are inactive results.

SMILES	tim10-1 inh	A3G deaminase	NALP3 yeast inh	mIAP act	TIM10 inh	hIAP inh	A3A deaminase	beta cell repl	mIAP block
NC(N)=NS(=O)(=O)c1ccc(NC(=S)NC(=O)/C=C/c2ccco2)cc1	11	-2	8	0.68	-20	-2	7	0	32
Cc1cc(C(=O)C(C)OC(=O)c2ccc(NC(=O)CC#N)cc2)c(C)n1-c1ccccc1 (stereo not given)	42*	6	17	1	26	-2	5	-7	-2
COC(=O)C(C)(C)ONC(=O)Nc1ccc(C)cc1	0	-7	12	1	-3	-19	-4	0	-4
FC(F)(F)c1nc(-c2cccs2)ncc1-c1nnnn1-c1ccc(Cl)cc1	29	-1	8	0.94	-4	1	2	-6	6
COc1ccccc1C(=O)COC(=O)Cn1nc(C)c([N+](=O)[O-])c1C	39	-8	33	0.99	7	8	0	2	1
CC(C)(C)c1ccc(-c2csc(NNC3=NCCCCC3)n2)cc1	45*	-2	10	0.85	23	-3	2	-5	14
COc1ccccc1NC(=S)NCc1ccc(Cl)cc1	12	-6	21	1.1	8	15	-6	-1	-14
Cc1cccc(C)c1NC(=O)CCCSc1nnc(-c2ccco2)n1-c1ccccc1	25	1	11	1.1	7	8	0	-1	-11
CC(C)CC1(C(=O)NCCc2c[nH]c3ccccc23)C=CCN1C(=O)c1ccccc1 (stereo not given)	20	-6	6	1	8	2	-4	6	-4
O=C(CNS(=O)(=O)c1c(F)cc(F)cc1Br)OCC(=O)N1CCCC1=O	-5	6	18	1.1	7	-16	4	1	-14
Cc1ccc(C)c(S(=O)(=O)c2c[nH]c(=S)[nH]c2=O)c1	17	2	7	0.97	14	-16	-7	-1	3
CC1CCN=C(N)S1 (stereo not given)	-8	-6	26	1	-3	-2	0	-3	-2
Cc1[nH]n(-c2ccccc2)c(=O)c1N=Nc1ccc(F)cc1	-23	-3	25	0.88	-10	23	0	0	12
COc1ccc(OC)c(N2CC(O)=C(c3nc4ccccc4s3)C2=N)c1	-2	-10	8	0.98	31	-34	-5	-2	2
Cc1cccc(C)c1OCC(=O)N1CC2(C)CC1CC(C)(C)C2 (stereo not given)	36	1	8	0.7	18	-16	3	-1	30
CCOC(=O)Cn1nnnc1C(CC)N(Cc1cccs1)Cc1cc2cc(C)ccc2[nH]c1=O (stereo not given)	19	-5	13	1	1	-19	-7	-1	-1
CCN(C[C@H]1N[C@@](C)(C(=O)OC)[C@H]2C(=O)N(Cc3ccccc3)C(=O)[C@@H]12)S(=O)(=O)c1ccccc1	-3	-5	10	0.94	6	7	-2	1	6
CCC(C)(C)NC(=O)CN(Cc1ccccc1)C(=O)CCC(=O)Nc1nccs1	11	-12	24	0.99	5	6	-5	2	1
COc1ccc(-n2nnnc2SCC(=O)Nc2cc(OC)c([N+](=O)[O-])cc2C)cc1	1	-7	12	1.1	8	1	3	0	-6
COc1ccc(/C(C)=N\NC(=O)c2ccc(-c3ccccc3)cc2)c(F)c1	0	-4	6	0.96	-10	-19	-3	-2	4
Cc1noc(C)c1S(=O)(=O)N1CCN(c2ccc(Cl)cc2)CC1	15	-3	31	0.91	11	-7	-4	-5	9
O=C(CCn1c(=S)oc2ccccc21)Nc1ccccc1F	12	-1	8	0.9	12	-12	3	0	10
Cc1ccc(C(=O)N[C@H](C(=O)N2CCN(c3ccccc3F)CC2)C(C)C)cc1	13	3	25	1	-3	-6	1	-2	-2
O=C(COC(=O)c1cc(-c2ccc(F)cc2)nc2ccccc12)NCC1CCCO1 (stereo not given)	19	-2	15	0.99	30	-2	-3	-1	1
COc1ccc(CNC(C)C(=O)Nc2ccc3ccccc3c2)cc1OC (stereo not given)	5	36	9	1	32	-6	-1	0	-4
O=C(NCc1ccc(OC(F)(F)F)cc1)c1cc(-c2ccccc2)nn1CC1CC(c2cccnc2)=NO1 (stereo not given)	10	-9	-1	1.1	8	-5	-1	-3	-15
COC(=O)CCCCC(=O)OC	-13	-3	-4	1.1	4	15	0	0	-6
CCC(C)NC(=O)CSc1nc2ccsc2c(=O)n1-c1ccc(OC)cc1 (stereo not given)	21	-7	-5	1.1	-4	-3	-3	0	-8
O=C(CCc1nnc(CCc2ccccc2)o1)N1CCCC1c1nccs1 (stereo not given)	1	-5	4	0.86	0	-4	1	-1	14
N#Cc1cnc(SCC(=O)Nc2ccccc2C(F)(F)F)nc1N	11	0	8	1	1	-11	7	-2	-2
CCC(=O)N(CCO)Cc1cc2ccc(C)c(C)c2[nH]c1=O	-1	-5	3	1	3	4	-3	-2	0
O=C(CCCc1ccccc1)Nc1ccnn1C1CCN(Cc2ccccn2)CC1	12	-9	13	1	11	-18	-2	-3	-2
NC(=O)c1ccsc1NC(=O)CN1C(=O)C2CC=CCC2C1=O (stereo not given)	4	-1	8	1	-13	1	-1	0	-1
O=C(NC1CCCCC1)NC1CCN(CC(=O)N2CCOCC2)CC1	10	-4	1	1	-24	0	0	-4	-3
Nc1nnc(SCC(=O)NNC(=O)c2ccc([N+](=O)[O-])cc2)s1	10	-10	12	0.98	3	16	-5	0	2
CCc1cccc(C)c1NC(=O)CN(C)Cc1ccccc1F	23	-6	6	1.1	9	-11	-5	3	-6
CC(=O)OCCCN(C)CC/C=C1/c2ccccc2CSc2ccccc21	12	0	37	0.96	12	4	1	-4	4
C/C(N)=C(/C#N)C(=O)COC(=O)CCSc1ccccc1	18	1	7	0.98	8	10	4	1	2
CC1CCCCN1Cc1c(O)ccc2c(=O)c(-c3ccccc3)coc12 (stereo not given)	13	-4	20	0.99	-4	-12	-5	-2	1
CC(C(=O)Nc1ccccc1Br)N1c2cccc3cccc(c23)S1(=O)=O (stereo not given)	9	-5	10	0.9	11	-5	-2	-6	10
Cc1ccc(NC(=O)/C(=C\c2cccnc2)NC(=O)c2ccccc2)cc1	6	-5	-1	0.96	3	4	0	4	4
Cc1ccc(C(=O)CC(Nc2ccc(F)cc2)c2ccccc2)cc1 (stereo not given)	13	-3	-3	0.97	17	3	2	-2	3
Cc1ccc(-c2nnc(SCC#N)n2N)cc1	-14	-3	11	1.1	-10	-7	0	-2	-6
COCCn1c(SCC(=O)NC(=O)NC2CCCC2)nc2ccccc2c1=O	6	-5	3	0.95	30	-9	1	1	5
c1coc(CNc2nc3nonc3nc2NCc2ccco2)c1	12	-12	-4	0.77	5	-3	2	-6	23
CCOC(=O)c1cc(NC(=O)N2CCOCC2)c(C)nc1C	1	-6	19	1	-15	-3	-4	-2	-2
N#C/C(=C/c1ccc(-c2cc([N+](=O)[O-])ccc2Cl)o1)C(N)=O	23	-2	11	0.96	23	9	7	1	4
CSc1nsc(SCC(=O)Nc2cccc(C(C)=O)c2)n1	21	-2	-1	0.8	12	10	3	0	20
Cc1nnc(SCc2cc([N+](=O)[O-])cc3c2OCOC3)[nH]c1=O	-4	-3	-1	0.91	-11	0	3	-1	9
C#CCOCCOCCOCCNc1nc(N2CCOCC2)nc(N2CCN(C(=O)CCCCCCCCCCNC(=O)[C@H](CO)n3cc(CCCSC)nn3)CC2)n1	15	1	9	1	3	2	-1	-6	-4

Structures listed so far that have bromine, in the order listed:
SMILES	tim10-1 inh	A3G deaminase	NALP3 yeast inh	mIAP act	TIM10 inh	hIAP inh	A3A deaminase	beta cell repl	mIAP block
O=C(CNS(=O)(=O)c1c(F)cc(F)cc1Br)OCC(=O)N1CCCC1=O	-5	6	18	1.1	7	-16	4	1	-14
CC(C(=O)Nc1ccccc1Br)N1c2cccc3cccc(c23)S1(=O)=O (stereo not given)	9	-5	10	0.9	11	-5	-2	-6	10

Next section:
SMILES	tim10-1 inh	A3G deaminase	NALP3 yeast inh	mIAP act	TIM10 inh	hIAP inh	A3A deaminase	beta cell repl	mIAP block
CC(C)NCC(O)COCCOc1ccc(Br)cc1 (stereo not given)	6	-6	9	1	-11	9	1	0	0
COc1cc(C2OC(=O)C3C(c4ccc(OC(C)=O)c(OC)c4)OC(=O)C23)ccc1OC(C)=O (stereo not given)	11	-7	18	1	7	-7	-2	0	-2
c1ccc(-c2ccc(-c3csnn3)cc2)cc1	4	-2	24	1	1	-23	1	-2	0
CN(c1ccc([N+](=O)[O-])cc1C(=O)Nc1ccccc1)C1CCCCC1	14	-1	29	0.9	21	7	3	-5	10
CC(=O)Nc1ccc(C(=O)NNS(=O)(=O)c2ccc(C)cc2)cc1	13	-1	26	1	-16	-12	-2	-2	0
O=Cc1c(NCc2ccccc2F)c2ccccc2[nH]c1=O	12	-5	9	1	-2	-16	-3	-4	-4
CCCNS(=O)(=O)c1ccc(CCC(=O)NCc2cccnc2)cc1	4	-2	5	1	11	9	0	-3	0
O=C1Nc2ccccc2C12OCCCCO2	3	-1	9	0.99	2	9	3	-2	1
Cc1ccc2c(c1)nnn2C1CCN(CC(=O)N2c3ccccc3CC2C)CC1 (stereo not given)	19	-3	13	0.95	9	-26	-3	-2	5
Cc1c(C(=O)Nc2ccc(Cl)cc2)c2ccccn2c1CCc1ccncc1	15	-4	-10	1.1	5	7	-4	-3	-14
O=C(O)CCc1ccc(-c2ccc(Br)cc2)n1CC(=O)O	-8	3	5	1	-7	11	12	-1	-4
CN(C)C(=O)c1ccc(NC(=O)c2ccccc2Sc2ccccc2C#N)cc1	29	-4	11	1	12	0	11	0	0
CCOC(=O)N1CCN(C(=O)C(CC)n2nc(C)c3sc4ccccc4c3c2=O)CC1 (stereo not given)	11	0	17	1	15	1	0	-2	-3
CCC(C(=O)N1CCN(c2ccccn2)CC1)n1nc(C)n2c(cc3occc32)c1=O (stereo not given)	12	-1	10	1	3	-4	3	-1	0
O=C(Nc1ccccc1C(=O)Nc1ccncc1)c1cccc([N+](=O)[O-])c1	-13	-6	1	0.92	-28	-1	-2	-2	8
COC(=O)c1cc(-c2c[nH]c3ccccc23)n[nH]1	-4	-4	14	0.92	2	-6	-2	0	8
CCOc1cc(C(=O)Nc2cc3c(cc2N2CCCC2)n(C)c(=O)n3C)cc(OCC)c1OCC	14	0	-3	0.99	16	-16	-8	-3	1
CC1CCN(S(=O)(=O)c2ccc3[nH]cc(C(=O)NCCN4CCOCC4)c(=O)c3c2)CC1	4	2	5	1.1	-3	-3	5	4	-7
CCn1cnc2c1c(=O)n(Cc1csc(-c3ccccc3)n1)c(=O)n2Cc1ccccc1	31	-3	2	0.97	31	-2	2	-3	3
COc1cc(C(=O)Nc2cc3c4c(c2)CC(=O)N4CCC3)cc(OC)c1OC	10	7	-5	0.96	9	10	9	-1	4
O=C(Cc1ncc(C(F)(F)F)cc1Cl)Nc1ccc(F)cc1	-12	-8	7	1.2	0	9	-3	1	-16
O=[N+]([O-])c1ccc(Cl)c(S(=O)(=O)Nc2ccc(-c3ccc(N4CCCC4)nn3)cc2)c1	5	-10	17	0.95	1	18	4	-1	5
CCC1(C)OCC(Cn2c3ccccc3c3ccccc32)O1 (stereo not given)	25	-6	19	0.98	-3	6	-2	-2	2
CCN(Cc1nc2cc(Cl)ccc2c(=O)[nH]1)C(=O)c1cccc(OCc2c(C)noc2C)c1	12	-9	-4	1.1	7	6	-1	-2	-6
CC(=O)c1ccc(S(=O)(=O)NCCCC(=O)N(C)Cc2ccc3c(c2)OCO3)cc1	1	-9	9	0.99	-3	-7	-3	1	1
